Neddyl block: blocks human cullin neddylation | calls only at 25 µM | P61081+Q13564 | 0.58% of 360,000 active | TR-FRET cullin neddylation, biochemical | AID 651699; in the data active = inhibition above about 36%
Target sequence (P61081 whole entry, looked up): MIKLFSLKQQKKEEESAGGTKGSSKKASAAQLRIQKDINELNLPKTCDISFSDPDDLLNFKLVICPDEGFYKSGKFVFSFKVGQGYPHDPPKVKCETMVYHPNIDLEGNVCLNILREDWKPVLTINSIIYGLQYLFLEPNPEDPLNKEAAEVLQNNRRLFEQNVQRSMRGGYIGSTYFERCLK
Target sequence (Q13564 whole entry, looked up): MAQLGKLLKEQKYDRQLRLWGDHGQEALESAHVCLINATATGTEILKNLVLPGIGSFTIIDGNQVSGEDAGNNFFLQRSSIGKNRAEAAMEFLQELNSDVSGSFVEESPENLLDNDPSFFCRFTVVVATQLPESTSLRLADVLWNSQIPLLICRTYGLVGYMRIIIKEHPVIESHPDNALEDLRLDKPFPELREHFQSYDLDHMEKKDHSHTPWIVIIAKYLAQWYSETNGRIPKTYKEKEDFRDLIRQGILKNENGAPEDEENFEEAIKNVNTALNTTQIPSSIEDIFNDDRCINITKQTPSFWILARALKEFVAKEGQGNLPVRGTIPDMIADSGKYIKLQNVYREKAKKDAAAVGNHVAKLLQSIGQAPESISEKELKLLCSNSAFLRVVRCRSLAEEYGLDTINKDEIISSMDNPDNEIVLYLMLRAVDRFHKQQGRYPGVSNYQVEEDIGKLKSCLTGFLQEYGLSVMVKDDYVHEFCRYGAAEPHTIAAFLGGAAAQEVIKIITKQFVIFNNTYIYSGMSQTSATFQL
FAS-TE inh: blocks the thioesterase domain of human fatty acid synthase; recombinant FAS-TE, OMFH fluorogenic substrate, fluorescence endpoint; 0.67% of 360,000 active; inhibition, % at 15 µM; AID 602261; P49327;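 active = compounds whose normalised, plate-corrected inhibition of enzyme fluorescence in the single-dose primary screen is 50% or more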;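 note: 0% = DMSO with enzyme and 100% = substrate without enzyme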
MLLE-PAM2 inh: inhibitors of microRNA-mediated deadenylation, human PABP1 MLLE binding | P11940 | GST-MLLE / FITC-PAM2 fluorescence polarization | inhibition, % at 20 µM | 0.36% of 360,000 active | AID 588489; in the data active = inhibition above about 35%, passing the limit was not always enough;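 note: plate controls were DMSO wells with GST-MLLE for no effect and wells lacking GST-MLLE protein for full effect; some results filed as inactive read as strong as hits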
MT1-MMP act inh: inhibitors of human MT1-MMP activation. P50281. HT1080 RFP-PRO-GFP cells, GFP/RFP ratio fluorescence, overnight; percent of plate control window, DMSO zero. GFP/RFP ratio change, % at 20 µM. 0.061% of 360,000 active. AID 651647;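 active = GFP/RFP ratio change of at least 30% with cell ATP level not reduced by more than half and red fluorescence within 50% of control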; note: strong numbers were not always called active
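Assay system: HT1080 RFP-PRO-GFP cells. Benchmarks: DMSO vehicle wells and RFP-L50D-GFP reporter cell wells. Times: overnight cell settling, then overnight compound exposure, 37 °C, 5% CO2. Compound: 20 µM single dose, 1% DMSO. Read-out basis: GFP/RFP fluorescence ratio.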
SKN-1 inh: blocks SKN-1 activity in C. elegans | inhibition, % at 21.8 µM | AID 624304 | 0.49% of 360,000 active | C. elegans VP596 Pgst-4::GFP/RFP ratio, acrylamide-induced, 24 h;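 active = interference check ratio from 0.5 to 1.5 plus GFP to RFP signal ratio inhibition reaching or exceeding a fixed threshold, cut at about 30% in these data, passing the limit was not always enough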; note: some compounds called inactive have numbers as strong as hits
CSN deneddyl inh: inhibitors of human CSN-mediated cullin deneddylation | Q92905 | Purified CSN, SCF-Nedd8-OG deneddylation, fluorescence polarization | inhibition, % at 12.5 µM | 0.38% of 360,000 active;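 active = pattern-corrected inhibition above about 35%, with an unprinted fluorescence ratio check between 0.5 and 1.5, limit read from the data, passing the limit was not always enough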;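 note: 0% = enzyme with substrate and 100% = substrate without enzyme; some results filed as inactive read as strong as hits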
Target sequence (Q92905 whole entry, looked up, one chain of several): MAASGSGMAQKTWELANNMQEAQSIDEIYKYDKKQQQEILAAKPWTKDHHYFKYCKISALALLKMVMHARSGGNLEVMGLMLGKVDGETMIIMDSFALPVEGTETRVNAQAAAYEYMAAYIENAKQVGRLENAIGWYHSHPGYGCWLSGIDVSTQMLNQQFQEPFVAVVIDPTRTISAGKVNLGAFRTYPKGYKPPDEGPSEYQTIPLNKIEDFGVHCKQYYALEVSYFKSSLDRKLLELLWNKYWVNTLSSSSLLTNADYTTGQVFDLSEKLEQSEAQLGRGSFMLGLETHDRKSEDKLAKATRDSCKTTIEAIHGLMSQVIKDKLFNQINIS
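Assay system: Purified human Csn5 enzyme expressed in HEK293T cells | Amount: Enzyme 0.24 nM | Measured by: Fluorescence polarization readout | Medium: Tris/NaCl/DTT buffer, pH 7.5 | Compound dosing: One concentration, 12.5 µM, 0.25% DMSO | Times: 90 min incubation of compound, enzyme and substrate at room temperature | Control set: no-enzyme wells high, enzyme-with-substrate wells low | Read-out: % inhibition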
NadD inh: NadD (S. aureus) enzyme inhibition. 0.78% of 360,000 active. inhibition, % at 20 µM. purified NadD enzyme, colorimetric absorbance read-out. AID 602399; in the data active = inhibition above about 26%; note: some compounds past the cut are filed as inactive
Rpn11 inh: Rpn11 (human) deubiquitinase inhibition. human 26S proteasome, Ub4-pepOG fluorescence polarization; 20S core pre-blocked with epoxomicin. calls only at 20 µM. 0.59% of 360,000 active. AID 588493;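 active = inhibition at 20 µM, scaled to each plate's controls, above about 33%, limit read from the data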
Rin1-Abl PPI inh: inhibitors of human Rin1-Abl protein interaction. inhibition, % at 7.35 µM. TR-FRET Rin1/Abl binding, biochemical. P00519+Q13671. 0.4% of 360,000 active; in the data active = inhibition above about 5%, passing the limit was not always enough
An asterisk follows results filed as active; i = inactive; nt = no result given.

SMILES | Neddyl block | FAS-TE inh | MLLE-PAM2 inh | MT1-MMP act inh | SKN-1 inh | CSN deneddyl inh | NadD inh | Rpn11 inh | Rin1-Abl PPI inh
CCCCOc1ccc(CNn2c(C)nc3ccccc3c2=O)cc1 | i | 15.1 | 8.7 | 5.7 | -2.9 | -3.2 | 1.1 | i | 1.8
CCN(CC(=O)Nc1c(F)cccc1F)C(=O)CCN1C(=O)C2CC=CCC2C1=O (stereo unspecified) | i | -9.4 | -3.0 | 1.8 | 5.5 | -1.9 | 3.3 | i | 0.9
O=C(c1ccccc1)N1CCN(Cc2ccc3c(c2)OCO3)CC1 | i | -0.1 | 4.3 | -4.3 | 1.4 | -1.9 | -1.7 | i | -2.3
O=C(O)CCC(=O)NNC(=O)COc1cccc(Cl)c1 | i | -4.5 | 6.5 | 2.1 | -11.4 | -6.8 | 3.1 | i | -2.5
COc1ccc(OCCOCCOc2ccc(C)cc2[N+](=O)[O-])cc1 | i | 2.7 | 3.2 | -1.0 | 15.3 | -4.5 | -0.2 | i | 3.0
Nc1ccc(CCc2ccccn2)cc1 | i | -10.7 | -4.2 | 2.1 | 5.6 | -5.4 | -0.9 | i | 1.4
Cn1c(NC(=O)C[n+]2cc(-c3ccc(Cl)cc3)n3c2CCC3)cc(=O)n(C)c1=O | i | -5.0 | 0.1 | 0.4 | 6.1 | -1.3 | 6.1 | i | -1.9
N/N=C(\c1ccccc1)C12CN3CN(CN(C3)C1)C2 | i | -12.3 | -1.1 | 7.3 | 0.8 | 0.8 | -2.2 | i | 1.6
O=C(COC(=O)c1ccc(O)cc1O)c1ccc2c(c1)OCO2 | i | -0.9 | -4.3 | -0.3 | 13.4 | 5.1 | -3.6 | i | 0.5
CCN(CC)CCN(C(=O)Cn1nnc(-c2ccc(C)o2)n1)C(C(=O)NC1CCCC1)c1ccc(F)cc1 (stereo unspecified) | i | 8.6 | -0.4 | -1.7 | 16.7 | 6.7 | -7.1 | i | 3.4
COCCN(C(=O)CSCc1ccc(C)cc1)c1c(N)n(CC(C)C)c(=O)[nH]c1=O | i | -7.0 | 14.9 | -4.3 | 7.5 | -7.5 | -6.2 | i | 1.6
O=C(O)CC(CC(=O)Nc1ccc(-n2ccc(C(F)(F)F)n2)cc1)c1ccccc1 (stereo unspecified) | i | -4.1 | 13.7 | 2.8 | 2.4 | -3.0 | -3.3 | i | 3.8
COC(=O)c1ccccc1NS(=O)(=O)c1ccc(NC(C)=O)cc1 | i | -2.3 | 6.0 | -2.0 | 8.0 | -2.7 | -1.8 | i | -0.6
O=C(NCCc1ccc(F)cc1)C1CCC(=O)N(CC2CCCCC2)C1 (stereo unspecified) | i | -1.3 | 10.8 | 2.4 | 10.3 | 0.9 | -11.3 | i | 1.9
CCN(CC)CCNC1=NCCn2c1cc1cc(OC)ccc12 | nt | -4.9 | 2.5 | 9.4 | -5.1 | -0.2 | -2.9 | i | -6.2
COc1ccc(CNC(=O)COC(=O)CCC2CCCCC2)cc1 | i | -4.2 | 11.9 | 11.6 | 4.0 | -2.4 | -8.4 | i | -2.5
CC(/C=C/c1ccco1)=N\NC(=O)c1cc(Cl)ccc1O | i | -0.5 | -21.9 | -0.7 | 7.0 | 19.8 | 8.3 | i | -6.6
CC(C)(C)C(=O)COC(=O)c1cc(S(=O)(=O)N2CCCCC2)ccc1N1CCOCC1 | i | 5.1 | -12.0 | 4.9 | 11.2 | 0.9 | -2.0 | i | 1.4
Cc1ccc(-c2csc(Nc3ccc(C(=O)O)cc3)[n+]2Cc2ccccc2)cc1 | i | 12.5 | 9.7 | 0.9 | -4.0 | 8.7 | 44.3* | i | 0.6
O=C(NCC(=O)N1CCCCC1)c1ccc(Cl)cc1Cl | i | -8.3 | -6.9 | -1.5 | -23.7 | 1.3 | -5.6 | i | 1.2
COC(=O)C1C(=O)NCC1c1ccc(OC)cc1 (stereo unspecified) | i | -3.5 | -6.0 | 0.3 | 2.7 | -0.9 | -5.1 | i | -0.1
Cc1ccc(NS(=O)(=O)c2c(F)cc(F)c(Cl)c2F)cc1S(=O)(=O)N1CCOCC1 | i | 1.8 | 4.7 | 1.9 | -4.1 | -0.9 | -1.3 | i | -0.8
CC1=C(C(=O)N(C)C)CC(CC(=O)NC2CC2)C(=O)N1Cc1ccccc1 (stereo unspecified) | i | -6.6 | -17.2 | 0.5 | -3.8 | 0.6 | -0.7 | i | -0.2
CCOC(=O)c1nc(C(=O)NCc2ccc(C)cc2)nc2ccccc12 | i | -3.7 | 5.6 | 0.8 | 9.1 | -5.5 | 0.0 | i | 0.9
CC(=O)c1ccc2c(c1)OCCOCCOCCOCCO2 | i | -7.9 | 6.2 | -0.1 | 6.0 | -0.7 | -0.5 | i | -0.6

Among those listed so far, five contain sulfur.
SMILES | Neddyl block | FAS-TE inh | MLLE-PAM2 inh | MT1-MMP act inh | SKN-1 inh | CSN deneddyl inh | NadD inh | Rpn11 inh | Rin1-Abl PPI inh
COCCN(C(=O)CSCc1ccc(C)cc1)c1c(N)n(CC(C)C)c(=O)[nH]c1=O | i | -7.0 | 14.9 | -4.3 | 7.5 | -7.5 | -6.2 | i | 1.6
COC(=O)c1ccccc1NS(=O)(=O)c1ccc(NC(C)=O)cc1 | i | -2.3 | 6.0 | -2.0 | 8.0 | -2.7 | -1.8 | i | -0.6
CC(C)(C)C(=O)COC(=O)c1cc(S(=O)(=O)N2CCCCC2)ccc1N1CCOCC1 | i | 5.1 | -12.0 | 4.9 | 11.2 | 0.9 | -2.0 | i | 1.4
Cc1ccc(-c2csc(Nc3ccc(C(=O)O)cc3)[n+]2Cc2ccccc2)cc1 | i | 12.5 | 9.7 | 0.9 | -4.0 | 8.7 | 44.3* | i | 0.6
Cc1ccc(NS(=O)(=O)c2c(F)cc(F)c(Cl)c2F)cc1S(=O)(=O)N1CCOCC1 | i | 1.8 | 4.7 | 1.9 | -4.1 | -0.9 | -1.3 | i | -0.8

Additional compounds
SMILES | Neddyl block | FAS-TE inh | MLLE-PAM2 inh | MT1-MMP act inh | SKN-1 inh | CSN deneddyl inh | NadD inh | Rpn11 inh | Rin1-Abl PPI inh
CC1(C)Oc2ccc3ccc(=O)oc3c2/C(=N/O)C1=O | i | -9.6 | 1.1 | -1.3 | 6.8 | 0.1 | -2.0 | i | 1.1
N#CCSc1nc(-c2ccccc2)cs1 | i | -4.3 | 1.8 | -2.5 | -8.3 | -6.0 | -0.9 | i | -2.4
c1cnc2ccc(C(c3nnnn3C3CCCC3)N3CCN4CCCC4C3)cc2c1 (stereo unspecified) | i | -8.8 | -6.3 | 6.1 | -13.7 | 3.6 | -6.7 | i | 2.5
COC(=O)C(C)(C(=O)OC)c1ccccc1[N+](=O)[O-] | i | -8.8 | -0.4 | 1.6 | 4.7 | -1.9 | 5.6 | i | -1.7
O=C(CSc1nnnn1C1CCCCC1)N1CCc2ccccc21 | i | 1.6 | -6.1 | 2.8 | 10.0 | 3.9 | -6.6 | i | 0.7
O=C1/C(=C/c2cccs2)CCC/C1=C\c1cccs1 | i | 27.1 | -20.3 | -9.8 | 38.5* | 43.3* | 6.0 | i | 2.2
CC1CN(c2ccccc2)NC1=O (stereo unspecified) | i | -3.3 | 6.8 | 1.3 | 14.7 | -5.6 | 0.0 | i | -2.7
C/C(=N/NC(=O)CNC(=O)c1cccnc1)c1ccco1 | i | -3.9 | 0.1 | -4.1 | 3.6 | 0.1 | 11.9 | i | -1.6
CCOc1ccc(OCc2cccc(C(=O)O)c2)cc1 | i | -5.8 | 2.7 | 2.1 | 8.0 | -2.3 | -5.4 | i | 1.5
O=C(/C=C/c1ccc2c(c1)OCO2)Nc1ccc(Cl)cn1 | nt | -1.9 | -5.2 | 2.7 | 7.1 | -20.6 | 4.1 | i | 5.5
COc1cc(CN2CCCCC2C(=O)Nc2ccc(Oc3ccccc3)nc2)ccc1O (stereo unspecified) | i | -0.4 | 9.7 | 0.3 | 7.7 | 1.6 | 0.1 | i | 1.8
O=C(Nc1ccc(Cl)cc1)N1CCC(CO)(Cc2ccccc2)CC1 | i | 3.9 | -3.9 | 1.3 | 4.2 | -4.7 | -6.3 | i | 5.2
O=C(NCC(c1cccnc1)N1CCN(c2ccc(F)cc2)CC1)c1cccc(Cl)c1 (stereo unspecified) | i | -2.8 | -8.7 | -1.4 | -5.7 | -1.9 | -6.7 | i | -4.0
Cc1cccc(C)c1NC(=O)CNC(=O)C1COc2ccccc2O1 (stereo unspecified) | i | -3.0 | -15.2 | -4.0 | 12.9 | 2.2 | -2.0 | i | -0.9
COc1ccc(/C(C)=C2/SC(=S)N(CCC(=O)O)C2=O)cc1 | i | -8.3 | 20.9 | 4.2 | 1.3 | -2.2 | -1.8 | i | -1.3
O=c1cc(CSc2nnc(C3CC3)n2Cc2ccccc2)nc2sccn12 | i | -2.9 | 11.7 | -3.0 | -1.2 | -4.1 | -0.7 | i | -1.0
O=C(Nn1c(-c2ccccc2)nc2ccccc2c1=O)c1ccc([N+](=O)[O-])cc1 | i | 0.8 | 10.8 | 3.4 | 10.5 | -8.8 | 0.1 | i | -1.0
CCOC(=O)C1(C(=O)OCC)COC(=O)C2(CC)OC21 (stereo unspecified) | i | -7.6 | 3.8 | -2.6 | 19.7 | -0.9 | 1.0 | i | 6.7
CN(c1ccccc1)S(=O)(=O)c1cc(C(=O)Nc2ccccc2N2CCOCC2)ccc1Cl | i | 37.3 | 0.9 | -1.2 | 19.0 | -3.4 | 4.6 | i | 0.3
CC(=O)C1=C(O)C(=O)N(c2ccccn2)C1c1cccc(F)c1 (stereo unspecified) | i | -6.3 | 8.7 | 3.9 | 20.2 | 0.0 | 0.7 | i | -3.8
CCOc1ccccc1C(=O)Nc1nn[nH]n1 | i | -2.6 | -10.4 | 0.4 | 4.2 | -11.8 | 1.5 | i | -0.1
Cc1ccc(CN2CC(C(=O)NC3CCCC(C)C3C)CC2=O)cc1 (stereo unspecified) | i | 3.2 | -2.8 | 1.3 | -7.7 | -4.0 | -4.6 | i | -0.8
CCC1CCC(C(=O)NNC(=O)c2cc(-c3ccco3)[nH]n2)CC1 (stereo unspecified) | i | -2.7 | -5.0 | -2.0 | 0.1 | 9.5 | -1.5 | i | 3.0
CCc1ccc(-c2nc(SCC(=O)N(CCOC)c3c(N)n(Cc4ccccc4)c(=O)[nH]c3=O)n[nH]2)cc1 | i | -4.4 | -8.4 | 1.7 | 7.5 | 2.1 | -2.1 | i | -2.4
O=C(NCCc1ccccc1)c1ccc(CS(=O)(=O)Cc2ccccc2F)o1 | i | -5.2 | -13.7 | 3.0 | -1.4 | -4.6 | -6.4 | i | 0.1
CC(=O)Oc1ccccc1N(C(C)=O)S(=O)(=O)c1ccc2ccccc2c1 | i | -1.7 | -3.5 | 1.7 | -6.1 | -0.2 | -1.1 | i | 6.0
O=C(O)CCCc1nc(-c2ccc(Cl)cc2)no1 | i | -5.5 | 6.6 | -1.3 | 3.1 | 0.7 | -3.0 | i | -3.2
Cc1ccc(C(c2sc3nc(C)nn3c2O)N2CCN(c3ccc(F)cc3)CC2)cc1 (stereo unspecified) | i | -23.5 | 13.7 | -3.1 | 0.9 | 3.4 | -1.9 | i | -0.7
O=c1[nH]nc(Cc2ccc([N+](=O)[O-])cc2)c2ccccc12 | i | 4.0 | -19.4 | 2.8 | 31.9* | 4.5 | 1.7 | i | -1.3
CCn1c(C)c(C)c2cc(C(=O)NCCCN3CCCC3)ccc21 | i | -9.6 | -30.6 | 4.5 | 22.1 | 3.5 | -1.8 | i | -1.9

Screening results from PubChem.
